NSD2 HMT inh: NSD2 (human) methyltransferase inhibition; AID 743445; NSD2 peptide methylation, AlphaScreen, 120 min; inhibition, % at 12.5 µM; O96028; 310,000 tested, 0.54% active; in the data active = inhibition above about 50%
DAGLB inh: blocks human DAGLB lipase activity; Q8NCG7; HEK293T DAGLB membrane lysate, EnzChek fluorogenic substrate; inhibition, % at 5.17 µM; 340,000 tested, 0.059% active; in the data active = inhibition above about 34%;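 also: 0% = enzyme with vehicle and 100% = wells lacking enzyme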
SR-BI DiI inh: mouse SR-BI HDL lipid transfer inhibition. Q61009. ldlA[mSR-BI] CHO cells, DiI-HDL uptake fluorescence, 3 h. inhibition, % at 12.5 µM. 320,000 tested, 0.96% active. AID 488896;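 active = mean replicate inhibition of at least 70% and a set share of replicates each scoring 70 or more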;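 also: 0% = median of neutral control wells and 100% = median of positive control wells; values of inactives mirror those of a sister screen read the other way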
PKA-R2B activ: activators of human PKA-R2B complex. P22694+P31323. activation, % at 11.4 µM. PKA-R2B holoenzyme dissociation, Cy5-IP20 fluorescence polarization; R2B truncated from residue 108, S112A mutant; 0% DMSO only, 100% 113 µM cGMP. 340,000 tested, 0.079% active. AID 504700;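 active = activation above a cutoff set at the mean over all compounds plus 3 SD, cut at about 18% in these data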;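 also: higher means more holoenzyme dissociation and a rise in polarization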
Target sequence (P31323 whole entry, looked up, other chains not shown, the tested form may be a part): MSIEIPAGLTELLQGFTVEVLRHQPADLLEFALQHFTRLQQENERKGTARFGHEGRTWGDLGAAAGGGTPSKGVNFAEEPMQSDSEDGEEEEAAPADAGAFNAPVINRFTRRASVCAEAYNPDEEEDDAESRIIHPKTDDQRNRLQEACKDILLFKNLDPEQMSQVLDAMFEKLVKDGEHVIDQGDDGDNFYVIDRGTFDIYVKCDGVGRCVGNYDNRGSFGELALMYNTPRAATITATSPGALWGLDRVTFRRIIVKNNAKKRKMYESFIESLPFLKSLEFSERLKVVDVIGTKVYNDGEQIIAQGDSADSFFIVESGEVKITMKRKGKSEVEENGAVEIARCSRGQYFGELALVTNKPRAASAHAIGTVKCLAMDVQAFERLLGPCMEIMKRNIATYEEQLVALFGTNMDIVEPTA
SR-BI DiI-HDL act: activators of SR-BI mediated HDL lipid uptake | 320,000 tested, 0.096% active | activation, % at 12.5 µM | AID 504775 | CHO ldlA[mSR-BI] cells, DiI-HDL uptake fluorescence, 3 h; 100 = double the neutral-control signal;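 active = mean replicate activation of at least 60% and every replicate at or above 60%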;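 also: 0% = median plate neutral-control signal and 100% = twice that signal; values of inactives mirror those of a sister screen read the other way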
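material = CHO ldlA[mSR-BI] cells | medium = Ham's F12 with 0.5% BSA, HEPES 25 mM, pH 7.4 | reagent = fluorescent DiI-HDL, 10 µg/mL final | compound dosing = single-point compound dose | incubation = 3 h, 37 °C | measured by = bottom-read fluorescence, 550/595 nm | measure = HDL uptake via cellular fluorescence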
PvdQ acylase: P. aeruginosa PvdQ acylase inhibition; inhibition, % at 10 µM; AID 488965; purified PvdQ acylase, fluorescence plate reader; 340,000 tested, 0.063% active; in the data active = inhibition above about 30%, passing the limit was not always enough;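 also: 0% = vehicle neutral wells and 100% = reference inhibitor wells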
RTF Ca sens inh: cardiac RTF calcium desensitization | 340,000 tested, 0.12% active | AID 493244 | IANBD-labeled cardiac RTF, Ca2+ fluorescence | P19429+P45379 | inhibition, % at 7.15 µM;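 active = inhibition above the mean inhibition of all tested compounds plus 3 SD, cut at about 17% in these data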;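 also: assay run at fixed EC70 calcium of 1.6 mM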
Keap1-Nrf2 PPI: disrupts human Keap1 binding to Nrf2 peptide; Q14145; Keap1 Kelch-Nrf2 peptide fluorescence polarization, 1536-well; inhibition, % at 9.4 µM; 340,000 tested, 0.15% active; AID 504523; in the data active = inhibition above about 12%;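 also: human Keap1 Kelch domain with fluorescein labeled Nrf2 9mer peptide probe; 0% = neutral control wells and 100% = peptide positive control; higher means more block of Keap1 binding to Nrf2 peptide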
Target sequence (Q14145 whole entry, looked up, the tested form may be a part): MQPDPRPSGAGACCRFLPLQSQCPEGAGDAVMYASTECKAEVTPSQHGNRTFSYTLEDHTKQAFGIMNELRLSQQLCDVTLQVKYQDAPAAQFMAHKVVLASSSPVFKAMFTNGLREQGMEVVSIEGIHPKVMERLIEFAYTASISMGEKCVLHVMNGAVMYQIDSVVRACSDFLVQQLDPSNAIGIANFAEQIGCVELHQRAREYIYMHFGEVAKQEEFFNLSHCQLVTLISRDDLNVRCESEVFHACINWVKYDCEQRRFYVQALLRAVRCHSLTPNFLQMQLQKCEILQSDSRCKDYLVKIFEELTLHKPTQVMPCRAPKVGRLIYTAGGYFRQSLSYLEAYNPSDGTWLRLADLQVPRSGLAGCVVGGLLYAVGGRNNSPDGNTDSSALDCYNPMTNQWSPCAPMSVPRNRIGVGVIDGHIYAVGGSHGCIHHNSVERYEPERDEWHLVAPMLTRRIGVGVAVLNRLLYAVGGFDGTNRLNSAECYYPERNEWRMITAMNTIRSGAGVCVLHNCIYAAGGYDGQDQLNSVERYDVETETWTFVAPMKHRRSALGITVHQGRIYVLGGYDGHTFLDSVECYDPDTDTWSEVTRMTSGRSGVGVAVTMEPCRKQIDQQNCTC
Arrestin-AP2 inh: blocks beta-arrestin peptide binding to AP2 adaptin | FITC-arrestin peptide / GST-AP2 beads, flow cytometry; AP2 beta2 appendage carries R879A mutation | inhibition, % at 10 µM | 340,000 tested, 0.31% active;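 active = inhibition above a set limit, near 3 SD of compounds lacking own fluorescence, cut at about 54% in these data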;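 also: plate controls were DMSO wells for no effect and 5 µM unlabelled arrestin peptide for full effect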
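Assay system: GST-AP2 R879A bound to glutathione beads, E. coli-expressed; Medium: PBS with 0.05% Tween 20 and 0.1% BSA; Also added: fluorescein-tagged arrestin peptide at 50 nM final; Timing: 12 min plus 1 h, RT; Measured by: flow cytometry, FL1 (488/535 nm); Evaluation: percent drop in bead-associated FITC signal.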
LANA DNA inh: blocks KSHV LANA C-terminal domain binding to DNA; MBP-C-LANA/FAM-LBS DNA binding, fluorescence polarization; inhibition, % at 9 µM; 340,000 tested, 0.078% active; AID 504423;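 active = highest replicate inhibition at or above 60% at 9 µM, even if other replicates fall short; inactive = all replicates below 60% inhibition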;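 also: 0% = neutral control wells and 100% = 4 µM acridine orange control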
Starred values were filed as active, the others as inactive; / = not tested or not shown. Not a hit list. Share with any hit: about 2.1%.

SMILES	NSD2 HMT inh	DAGLB inh	SR-BI DiI inh	PKA-R2B activ	SR-BI DiI-HDL act	PvdQ acylase	RTF Ca sens inh	Keap1-Nrf2 PPI	Arrestin-AP2 inh	LANA DNA inh
CCOC(=O)Cc1csc(NC(=O)c2sc3nc4ccc(CC)cc4cc3c2N)n1	-1	2	11	-3	-11	1	-1	-6	3	0.1
COc1ccc(CNC(=O)c2ccc3c(c2)N(C)CCS3)cc1	/	-1	-2	15	2	-9	-1	-2	-3	2.9
CC(=O)Nc1ncc(Sc2ccc([N+](=O)[O-])cc2)s1	-1	0	16	2	-16	-10	-7	2	17	0.6
COCCNC(=O)c1cc(-c2ccccc2C)nn1CC1CC(c2cccnc2)=NO1 (configuration not stated)	/	2	-12	-2	12	10	-5	-3	-2	-4.0
CNC(=O)c1nn(-c2ccccc2)ccc1=O	14	1	-13	9	13	-13	-3	-4	-1	-1.6
CC(=O)Nc1c(C)nn(C(C)=O)c1C	-1	0	-3	-2	3	-4	10	-1	12	0.5
CCc1cc(=O)oc2cc(C)cc(O)c12	/	-7	/	-3	/	3	-17	3	10	-5.3
CCc1sc(C(=O)N2CCN(c3ccc(F)cc3)CC2)cc1C	2	-15	/	5	/	-7	-3	5	1	1.6
Cc1ccccc1COc1ccc(/C=C(\C#N)C(N)=O)cc1	-2	-1	12	-11	-12	-1	3	-5	-5	1.3
CC(=O)c1c(C)[nH]c(C(=O)OCC(=O)Nc2cc(Cl)ccc2[N+](=O)[O-])c1C	0	1	12	-12	-12	-12	-12	-4	-8	0.7
CCOc1nc(SCCOc2ccccc2)nc(N(C)C)n1	-4	-24	16	-6	-16	4	-4	3	25	-0.3
Cc1c(Cl)c([N+](=O)[O-])nn1CC(=O)N1CCCc2ccccc21	-1	-5	-40	1	40	-15	-28	0	6	-0.5
O=C(NCC1CCCO1)C1CC1(c1ccccc1)c1ccccc1 (configuration not stated)	-3	-1	-2	11	2	-13	0	-8	5	0.3
CC1CN(C(=O)c2ccc(NS(=O)(=O)c3cccc(Cl)c3)cc2)CC(C)O1 (configuration not stated)	-4	1	-1	5	1	-5	-8	0	15	1.9
COc1ccc(NC(=O)CSc2nc3ccccc3c(=O)n2CCCN2CCC(C)CC2)c(OC)c1	7	0	-3	0	3	-1	-9	-1	4	0.8
CCCN(CCC)c1nc2ccccc2n2c(C)nnc12	-5	-5	8	1	-8	3	3	0	20	-0.2
CCCCNC(=O)c1c(CSc2ccc(Cl)cc2)noc1C(=O)NCCC	/	-8	4	-12	-4	-2	-10	-7	5	1.5
COc1ccc(C(F)(F)F)cc1N/C=C/c1nnnn1-c1ccc2ccccc2c1	-1	-5	-6	-3	6	10	2	-11	12	0.1
O=c1oc2ccccc2c(N2CCCC2)c1CN1CCCC1	/	-4	-8	8	8	4	-1	-6	8	-1.8
O=C(Nc1cccc(Cl)c1)N1CCCC1	12	-1	15	-3	-15	-9	-14	-10	-3	-1.0
CCCCCCOc1ccc(N2C(=O)CC(N3CCN(CCN=CC4C(=O)CC(C)(C)CC4=O)CC3)C2=O)cc1 (configuration not stated)	2	0	6	1	-6	-11	6	-2	3	0.7
CC(C)(C)c1ccc(OCC(O)CNC(=O)c2ccccc2C(=O)O)cc1 (configuration not stated)	/	-2	-19	2	19	9	-10	-6	21	0.6
COc1ccccc1N(CC(O)Cn1c2ccccc2c2ccccc21)S(=O)(=O)c1ccccc1 (configuration not stated)	/	1	2	2	-2	-5	-5	-3	1	-0.6
O=C(NN1CCCCCC1)c1ccccc1F	-4	0	-12	5	12	-14	-6	-2	-6	1.8
Cc1cc(Oc2ccccc2)nc(N)n1	-1	2	-25	-10	25	-12	-1	0	-3	-0.5
COc1ccc(-c2cc(C(=O)N3CCCC3)c3ccccc3n2)cc1	-3	-1	38	5	-38	1	3	-4	27	0.5
O=C(O)C1C(C(=O)Nc2ccc(Cl)cc2)C2C=CC1C21CC1 (configuration not stated)	/	-1	11	-5	-11	3	-3	2	5	-0.6
CCn1cc(C(=O)NCCCOC)c(=O)c2cc(S(=O)(=O)N3CCCC3)ccc21	-1	-2	3	-8	-3	-7	-5	-2	16	0.7
CCOC(=O)c1[nH]c(C)c(C(=O)OC)c1C	-4	0	-38	2	38	1	3	-1	-16	2.0
O=C(CSc1nnc(-c2ccccc2F)o1)N1CCNC1=O	/	-3	-14	4	14	2	-6	-3	5	2.0
COCCCn1c(SCc2nnc(-c3ccccc3)o2)nc2sc3c(c2c1=O)CCC3	-6	2	0	-1	0	-4	-11	4	8	-0.2
CCC(CC)C1C(C#N)=C(N)SC(N)=C1C#N	2	6	-1	-1	1	-10	6	-7	-2	-0.8
COCCOC(=O)C1=C(C)NC(=O)NC1c1ccc(-c2ccc(F)cc2)o1 (configuration not stated)	4	2	-3	3	3	-3	-6	2	-11	-0.3
CCOC(=O)C1=C(C)N(C)C(=O)NC1c1cccc([N+](=O)[O-])c1 (configuration not stated)	/	4	-10	7	10	-13	-2	2	-2	-0.1
COc1cccc(NC(=O)N2CCC(C(=O)Nc3ccc(C)cc3C)CC2)c1	/	-2	19	-1	-19	13	-2	1	7	-0.9
C/C(=N\Nc1nc(N2CCCCCC2)nc(N2CCCCCC2)n1)c1ccccc1	0	-12	-13	-5	13	6	10	1	1	-1.0
O=C(NC(=S)N1CCCC1)c1ccc(Cl)cc1	-2	-2	-23	4	23	-3	-1	1	-7	0.4
CC(=O)Nc1ccc(NC(=O)CCC(=O)Oc2ccc(C)cc2)cc1	-3	0	-29	-2	29	-14	-2	-1	-2	0.8
CSc1nnc(-c2ccco2)c(-c2ccco2)n1	114*	0	8	1	-8	-2	1	2	6	33
CCc1cc(=O)oc2cc(C)cc(OCC(=O)NC3CCN(Cc4ccccc4)CC3)c12	-2	-2	23	-8	-23	4	-5	3	43	0.8
CC(=O)Nc1ccc(C(=O)COC(=O)c2ccco2)c(F)c1	-1	2	-9	-6	9	-1	-7	-2	-3	-3.1
CCOC(=O)c1cc(CC)sc1NC(=O)CN1C(=O)C(=O)N(CC(C)C)C1=O	3	-2	6	-10	-6	-13	-3	0	-1	-0.7
COc1ccc2cc(C(=O)NCCc3ccccc3)[nH]c2c1	2	1	4	3	-4	-24	-5	0	-7	-0.2
Cc1c(CCC(=O)O)c(=O)oc2cc3occ(-c4ccccc4)c3cc12	-4	-1	-34	2	34	2	14	-1	34	-0.7
CCn1c(=O)c(C(=O)NNS(=O)(=O)c2ccc(C)cc2)c(O)c2ccccc21	3	5	-19	5	19	-7	-8	1	-1	-2.3
CCN1CCN(c2cc(C)c3cc(NC(=O)CCC(=O)N4CCN(c5ccccc5OC)CC4)ccc3n2)CC1	17	2	63	-2	-63	-7	-4	0	24	-1.6
O=[N+]([O-])c1cc(Br)ccc1C[n+]1ccccc1	-2	0	-18	7	18	-10	-6	-3	12	-1.1
Cc1cccc(/C(N)=N/OC(=O)CCc2ccccc2)c1	-2	-22	-1	-1	1	-4	-5	-5	-1	0.1
Cc1ccc(OCCNc2cc(N3CCN(CCO)CC3)ccc2[N+](=O)[O-])cc1C	5	0	-20	-6	20	1	4	4	7	0.0
O=C(CCOc1ccccc1)N1CCN(S(=O)(=O)c2ccccc2F)CC1	-2	-2	-4	-12	4	-9	0	2	-6	0.7
CCCNC(=S)N1CCN(c2nc(C)nc3sc4c(c23)CCCC4)CC1	0	-3	73*	-4	-73	-2	-9	-4	31	-1.2
CCOc1ccc(N=Cc2c(O)n(-c3cccc(C)n3)c(=O)c3ccccc23)cc1	4	4	-10	-4	10	8	-7	-5	2	-0.3
Cc1ccc2oc(Nc3nc(C)cc(C)n3)nc2c1	-5	0	-16	-6	16	-23	-13	-6	-3	1.2
COc1ccc(NC(=O)CCN2CCN(S(=O)(=O)c3ccc(Cl)cc3)CC2)cc1	-2	-3	-1	-1	1	-6	3	-1	0	0.3
CCCCOC(=O)NC1CCS(=O)(=O)C1 (configuration not stated)	1	0	-5	5	5	13	17	1	28	-0.8
CCCC1c2ccsc2CCN1C(=S)NC (configuration not stated)	-3	-1	-10	2	10	-2	7	2	-4	3.3
CC(C)CCNC(=O)C1CCC(=O)N1C(C)C (configuration not stated)	4	-2	-13	-2	13	-2	-4	0	0	3.7
O=C(Nc1ccccn1)c1cc2ccccc2cc1O	24	3	13	-5	-13	-12	-6	-3	3	-0.8
CC(C)Oc1ccc(C2NC(=O)c3ccccc3O2)cc1 (configuration not stated)	2	0	-13	-3	13	2	3	-3	16	1.7
CC1CCCCN1CCNC(=O)c1cc2c(-c3ccccc3F)nn(C)c2s1 (configuration not stated)	/	0	55	-4	-55	-20	-17	-2	-8	-5.3
Following part
SMILES	NSD2 HMT inh	DAGLB inh	SR-BI DiI inh	PKA-R2B activ	SR-BI DiI-HDL act	PvdQ acylase	RTF Ca sens inh	Keap1-Nrf2 PPI	Arrestin-AP2 inh	LANA DNA inh
COc1ccccc1C(=O)COC(=O)CNS(=O)(=O)c1ccc(NC(C)=O)cc1	1	3	-13	-11	13	-10	1	-1	-14	-1.9
CCOc1cc(C(=O)NC(C)c2ccncc2)cc(OCC)c1OCC (configuration not stated)	5	1	9	-9	-9	-9	-4	1	12	-1.3
CC(Oc1ccc(Cl)cc1Cl)C(=O)N(Cc1ccco1)C1CCS(=O)(=O)C1 (configuration not stated)	1	2	-4	-12	4	-15	8	-4	-1	0.1
O=C(Nc1cccc(-c2nn[nH]n2)c1)c1ccc(Cl)s1	-2	1	9	-1	-9	-13	-3	-4	6	-0.4
Cc1ccc(S(=O)(=O)N2c3ccccc3NC(=O)CC2C)cc1 (configuration not stated)	-5	-4	-19	3	19	2	9	-6	-3	1.6
CC(C)COc1ccc(C(=O)Nc2sc3c(c2C(=O)O)CC(C)(C)OC3)cc1	-4	4	4	4	-4	-13	-1	0	5	1.1

Bioassay records (PubChem)
